# TTR transcr act = TTR transcription activation, primary screen | hit rate 1.3% among 92,000 | SH-SY5Y TTR promoter Gaussia luciferase, luminescence; 100% = recombinant luciferase protein wells | AID 1117267 | activation, % at 16.7 µM;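 active = activation above the mean of all tested compounds plus 3 SD, cut at about 9.5% in these data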;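 note: cells exposed to compounds for one day before reading; 0% = median of all test compound wells on the plate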
# An asterisk follows results filed as active.
compound | TTR transcr act
C[C@H](CO)N1C[C@H](C)[C@@H](CN(C)C(=O)Nc2ccc(F)cc2)Oc2ncc(-c3ccc(F)cc3)cc2C1=O | -0.1
CC(O)CNCCOc1ccccc1OCc1ccccc1 (stereo unspecified) | -0.1
COc1ccc(/C=C(/NC(=O)c2ccccc2)c2nc3ccccc3[nH]2)cc1OC | 2.2
Cc1ccc2cc(/C=C3\N=C(c4ccccc4)OC3=O)c(N3CCOCC3)nc2c1 | -0.5
CCOC(=O)CSc1nnc(CNC(=O)c2ccc(S(=O)(=O)N3CCOCC3)cc2)n1C | -0.8
Cc1cccc(N2C(=O)CC(SC(N)=Nc3ccccc3)C2=O)c1 (stereo unspecified) | 11.1*
CC(=O)N(C(C)=O)N1C(=O)C2C3c4ccccc4C(c4ccccc43)C2C1=O (stereo unspecified) | 0.5
CN(Cc1ccccc1)C(=O)c1cccc(NC(=O)Cc2ccc([N+](=O)[O-])cc2)c1 | 1.1
COCCn1nnnc1C(c1cccc(C#N)c1)N1CCCCCC1 (stereo unspecified) | -0.1
BrC(=C\c1ccccc1)/C=N/N1CCN(c2ccccc2)CC1 | -0.9
COc1ccccc1/C=C/C(=O)OCC(=O)N1CCc2ccccc21 | -0.4
COc1cccc(C(=O)C2CCCN(C(=O)c3ccccc3Cl)C2)c1 (stereo unspecified) | 0.0
CCOCC(=O)Nc1c(C(=O)Nc2ccccc2OC)oc2ccccc12 | -1.0
N#C/C(=C1/CCCCCN1)c1nc2ccccc2[nH]1 | 0.1
COc1ccc(C2=NN(C(=O)c3ccccc3)C(c3cccc([N+](=O)[O-])c3)C2)cc1 (stereo unspecified) | 1.4
O=C(CN1C(=O)NC2(CCCCCC2)C1=O)NCc1ccccc1Cl | 1.0
CN(CC(=O)Nc1ccccc1Cl)C(=O)Cn1cnc2ccc(Cl)cc2c1=O | 0.0
Cc1ccc(C(=O)N/C(=C/c2ccco2)C(=O)N2CCCCC2)cc1 | -1.6
COc1ccc(Cl)cc1NC(=O)CN(C)C(=O)CNC(=O)C12CC3CC(CC(C3)C1)C2 | 4.7
CC1CCc2cccc3c(O)cc(=O)n1c23 (stereo unspecified) | -1.5
Cc1ccc(OCC(=O)Nc2ccc(O)c(C(=O)O)c2)cc1C | -0.7
CCCCNC(=O)c1ccc(CNc2c(N3CCC(C(=O)OCC)CC3)c(=O)c2=O)cc1 | 1.3
O=C(COC(=O)c1cc([N+](=O)[O-])ccc1NCCO)Nc1ccc2c(c1)OCO2 | 2.6
CC(=O)/C(N=Nc1ccc(OC(F)(F)F)cc1)=C(\C)O | 1.0
Cc1ccc(NC(=O)CCc2nnc3ccc(N4CCN(C)CC4)nn23)cc1F | 1.6
O=C(NCCC1CCCC1)c1cccs1 | -1.7
CC(C)=NOC(=O)c1c(C)noc1-c1snnc1C | 9.4
COc1ccc(C=O)cc1Cn1cnc2c(cnn2C)c1=O | 0.4
O=C(NNC(=O)c1cc2cc3ccccc3nc2s1)c1cccc(C(F)(F)F)c1 | -4.7
O=C(C(=Cc1ccccc1)CN1CCCCC1)c1ccccc1 | -6.6

# A draw from above in order of count of non-hydrogen atoms, high to low.
compound | TTR transcr act
CCOC(=O)CSc1nnc(CNC(=O)c2ccc(S(=O)(=O)N3CCOCC3)cc2)n1C | -0.8
O=C(NNC(=O)c1cc2cc3ccccc3nc2s1)c1cccc(C(F)(F)F)c1 | -4.7
CC(=O)N(C(C)=O)N1C(=O)C2C3c4ccccc4C(c4ccccc43)C2C1=O (stereo unspecified) | 0.5

# (list continues)
compound | TTR transcr act
O=C(COC(=O)CCc1c[nH]c2ccccc12)Nc1cc([N+](=O)[O-])ccc1Cl | 2.0
c1csc(-c2ccc3ccccc3n2)c1 | 9.6
O=C1C(CN2CCCC2)CCCC1CN1CCCC1 (stereo unspecified) | 1.7
CC(Oc1cccc2cccnc12)C(=O)N/N=C/c1ccc2c(c1)OCO2 (stereo unspecified) | 12.6*
COc1ccc(C(CNC(=O)COc2cccc(C(F)(F)F)c2)N2CCCC2)cc1 (stereo unspecified) | 4.5
CC(C)C(C)N(Cc1cccc(C(=O)O)c1)C(=O)c1ccc2ccccc2n1 (stereo unspecified) | 1.7
CCc1cc2c(=O)n3c(nc2s1)-c1[nH]c2ccc(OC)cc2c1CC3 | -1.1
O=C(Cc1ccc(NC(=O)C2CCN(C(=O)CCc3ccccc3)CC2)cc1)Nc1ccc(C(=O)N2CCOCC2)cc1 | 0.6
Cc1cc2nnc(SCC(=O)NCc3cccs3)n2c(N)n1 | 3.7
C/C(=N\O)c1ccc2c3ccccc3n(C)c2c1 | 1.9
O=C(CNC1CCCCC1)Nc1cccc([N+](=O)[O-])c1 | -2.1
O=C(OCc1cn(Cc2cccc(Cl)c2)nn1)N1CCCC1 | 1.0
CC(Sc1nc2nn(-c3ccccc3)c(=O)c-2c2n1CCCCC2)C(N)=O (stereo unspecified) | -1.7
COc1ccc2c(CCNC(=O)c3ccc([N+](=O)[O-])cc3)c[nH]c2c1 | -0.1
CCOC(=O)c1cc2c(nc1NC(=S)Nc1ccccc1)CC(C)(CC)OC2 (stereo unspecified) | 0.1
CC1CCN(CCOCCSc2ccc(Cl)cc2)CC1 | -1.2
Cc1ccccc1NS(=O)(=O)c1cc(C(=O)NCCC2=CCCCC2)ccc1Cl | 2.6
CC(C)(C)c1ccc(CCC2OCC(C[N+]3(C)CCOCC3)O2)cc1 (stereo unspecified) | 0.0
O=C1OC2CC3CC1CC(O)(C3)C2 (stereo unspecified) | 7.2
CCN(CC)CCN=C1CCCc2ccccc2N1 | 0.1
O=C(N/N=C/c1ccc2nccnc2c1)c1ccc(Br)cc1 | -2.2
COc1ccc(C(=O)NNC(=O)Cn2nnc(-c3ccc(OC)c(OC)c3)n2)cc1 | -0.5
O=C(CCc1ccccc1)NCCSCc1c(F)cccc1Cl | 0.1
COc1cccc(/C=N/n2nnnc2N)c1OCc1ccccc1Cl | -1.1
COC(=O)C1N[C@@H]([C@@H](NC(=O)COc2ccccc2)C(=O)NCc2ccc(OC)cc2)SC1(C)C (stereo partly specified) | -0.5
COc1ccc(CNC(=O)c2cnn3c(C(F)F)cc(C)nc23)cc1OC | -1.3
CCOc1cccc(/C(O)=C2/C(=O)C(=O)N(Cc3cccnc3)C2c2ccco2)c1 (stereo unspecified) | 1.9
CCc1ccc(NC(=S)NC(=O)CC(C)C)cc1 | -1.7
CC(C)C(=O)Nc1ccc(COc2ccccc2CN(Cc2ccccc2)C(=O)OC(C)(C)C)cc1 | 0.9
Cc1cc2oc(=O)cc(CN3CCN(c4ccccc4)CC3)c2cc1Cl | 0.7
CCOc1ccccc1C(=O)NC(C)c1ccc2c(c1)OCO2 (stereo unspecified) | -1.5
O=C(c1ccco1)N1CCN(Cc2cn[nH]c2-c2ccc(F)cc2F)CC1 | 0.0
O=C(O)c1nn(CC(=O)N2CCN(c3ccccc3)CC2)c(=O)c2ccccc12 | 1.3
COc1cc(C(=O)NCc2nnc(SCC(=O)Nc3cccc(C)c3)o2)cc(OC)c1OC | -0.8
CC(C)N(C(=O)COC(=O)c1cncc(Br)c1)C(C)C | 0.4
Cc1cc2c(cc1C)C(=O)C(=O)N2 | 1.6
CCn1c(O)c(C=Nc2ccccc2)oc1=S | -3.7
CCOc1cccc(OCCCOc2ccccc2)c1 | 2.9
CCOC(=O)C1=C(C)N(CC(C)C)C(=O)C1 | -1.0
O=C(NC1CCN(S(=O)(=O)c2ccc(F)cc2)CC1)c1ccccc1 | -0.8
CCc1ccc(-n2c(SCC(=O)Nc3cccc(S(=O)(=O)NC4=NCCCCC4)c3)nc3ccccc3c2=O)cc1 | 1.3
COc1cc2oc(=O)cc(CN3CCN(C(C)=O)CC3)c2cc1Cl | 0.8
CCOC(=O)c1n[nH]n2c1nc(=S)c1ccccc12 | -2.1
O=C1NC(c2ccccc2)=CC(c2ccccc2)N1 (stereo unspecified) | 3.6
CCc1ccc(NS(=O)(=O)c2c(C(=O)N3CCCCCC3)c(C)n(C)c2C)cc1 | 0.2
CCOC(=O)c1sc(NC(=O)c2ccc(=O)[nH]c2)nc1C | -1.9
CC(NC(=O)CSc1ncn[nH]1)c1ccc(Cl)cc1Cl (stereo unspecified) | -0.8
CN(C)S(=O)(=O)c1cccc(NC(=S)NCCc2ccccn2)c1 | 1.2
CCOC(=O)C1=C(CN2CCCCC2)NC(=O)NC1c1cc(C)ccc1C (stereo unspecified) | 1.7
Cc1ccc(N2CCN(C(=S)Nc3ccc(Cl)cc3)CC2)cc1 | 1.8
CCc1ccccc1NC(=O)CN(C)Cc1c(O)ccc2ccccc12 | -1.0
O=C(COC(=O)c1ccc2c(c1)C(=O)N(c1cccc3ncccc13)C2=O)c1ccc(Cl)cc1 | 8.7
COc1ccccc1OCC(=O)Nc1cccc(-c2nc3ccccc3o2)c1 | 2.5
CN(CC(=O)Nc1nc2ccccc2s1)S(=O)(=O)c1ccccc1 | -3.0
Nc1nc(COC(=O)C2CC(=O)N(CCc3ccccc3)C2)nc(Nc2ccccc2)n1 (stereo unspecified) | 0.5
Fc1cccc(Cl)c1C1Nc2cccc3cccc(c23)N1 | -0.7
CC1CCN(C(=O)c2[nH]cnc2C(=O)Nc2ccccc2)CC1 | 1.2
FC(F)(F)Oc1ccc(Cn2ccc3ccc(-c4ccc5ccn(Cc6ccccc6)c5c4)cc32)cc1 | -0.9
COc1ccc2c(c1)CCc1c(C(=O)N3CCc4ccccc4C3)noc1-2 | -2.2
COc1ccc(NC(=O)c2sccc2C)c([N+](=O)[O-])c1 | 3.7

# The list goes on:
compound | TTR transcr act
COCc1cc(C)n(CC(=O)Nc2cccc(C)c2)c(=O)c1C#N | 8.9
CC(C)(C)c1ccc(OCC(=O)N2CCCCCC2)c(Br)c1 | -0.2
Cn1nc(C(C)(C)C)c([N+](=O)[O-])c1C(=O)NCCO | 4.2
Cc1oc(-c2ccccc2)cc1C(=O)Nc1ccc(N(C)C)cc1 | -8.8
CC(=O)N(C)c1ccc(NC(=O)C(F)(F)F)cc1 | 0.3
Clc1ccc(COc2ccccn2)cc1Cl | -1.6
CCC(CC)C(=O)Nc1nnc(S(=O)(=O)N2CCCC2)s1 | -1.4
CCC1(c2ccc(F)cc2)NC(=O)N(CC(=O)N2CCN(C(=O)c3ccco3)CC2)C1=O (stereo unspecified) | -0.2
O=C(OCc1nc2scc(-c3ccccc3)c2c(=O)[nH]1)c1cc([N+](=O)[O-])ccc1Cl | -3.1
CCOC(=O)c1cnc(SC)nc1N1CCCC1 | -0.7
CC1(C(=O)Nc2ccccc2)Cc2c(-c3cccc(C(N)=O)c3)ccnc2O1 (stereo unspecified) | 3.7
CC(C(=O)Nc1ccc2c(c1)OCCO2)N1CCN(C(=O)c2ccco2)CC1 (stereo unspecified) | -6.2
CCOc1ccc(-n2c(SCc3nc(-c4ccc(C)cc4)no3)nnc2-c2ccncc2)cc1 | -0.7
S=C(NCCCc1ccccc1)Nc1ccccc1Cl | 0.1
COc1ccc(-c2cc(NC=O)c3ncc(-c4cccc(C(C)=O)c4)n3c2)cc1 | 1.4
O=C(Nc1cccc(Cl)c1Cl)c1cc(S(=O)(=O)NCCc2ccccc2)ccc1F | 1.1
Cc1ccccc1-c1nnc(SCCOc2ccc3c(C)cc(=O)oc3c2)o1 | -1.4
O=C(c1c(F)cccc1F)N1CCCC1 | 0.1
CCN(C(=O)CSc1nnc(Nc2ccccc2)s1)C1CCS(=O)(=O)C1 (stereo unspecified) | 2.5
S=c1[nH]nc(-c2ccco2)n1/N=C/c1ccc(Cl)cc1 | 0.4
N/C(Cc1ccc([N+](=O)[O-])cc1)=N\OC(=O)Cc1ccccc1 | 1.3
COC(=O)C1=NN[C@H](C(=O)OC(C)(C)C)[C@H]1c1ccccc1 | 1.2
COc1ccccc1CNC(=O)c1cnccn1 | -0.2
FC(F)(F)c1cc(N2CCOCC2)nc(-c2ccccc2)n1 | -0.3
Cc1ccc2oc(-c3cccc(NC(=O)c4ccc(Br)o4)c3)nc2c1 | 1.8
NC(=S)N/N=C/c1coc2ccc(O)cc2c1=O | 0.8
COc1ccc(C(=O)NCCNC(=O)c2ccc(OC)cc2)cc1 | -0.5
Cc1nc(C(=O)NNC(=O)c2c(-c3c(Cl)cccc3Cl)noc2C)cs1 | 0.6
Cc1cc(Br)cn2c(Cc3ccccc3C(F)(F)F)c(C3CCCCC3)nc12 | 0.0
COc1ccc(N2CCN(C(=O)CN3CCN(c4nc(-c5ccc(F)cc5)cs4)CC3)CC2)cc1 | -2.3

# Records listed above marked active in TTR transcr act:
compound | TTR transcr act
Cc1cccc(N2C(=O)CC(SC(N)=Nc3ccccc3)C2=O)c1 (stereo unspecified) | 11.1*
CC(Oc1cccc2cccnc12)C(=O)N/N=C/c1ccc2c(c1)OCO2 (stereo unspecified) | 12.6*

# Other structures follow:
compound | TTR transcr act
O=C(CCCN1C(=O)C2CC=CCC2C1=O)Nc1ccccc1F (stereo unspecified) | -0.8
O=C(COc1ccc2oc(-c3ccco3)cc(=O)c2c1)N1CCCCC1 | 2.8
CC(C)[C@@H](C)/C=C/[C@@H](C)[C@H]1CC[C@@H]2[C@]1(C)CCC1[C@]23C=C[C@]2(C[C@@H](O)CC[C@]12C)N(c1ccc(Br)cn1)O3 (stereo partly specified) | 0.1
N#Cc1ccccc1/C=N/Nc1nc(-c2ccccc2)c2cc(Br)ccc2n1 | 4.0
COc1ccnc(CSC(N)=Nc2ccc(F)cc2)c1 | 9.1
Cc1cc(Br)cn2c(Cc3ccsc3)c(-c3ccccc3)nc12 | -0.6
CNC(C#Cc1ccccc1)c1ccccc1C(F)(F)F (stereo unspecified) | 4.4
O=C1CCCCC1(O)Cc1ccc2c(c1)OCO2 (stereo unspecified) | -2.3

# Reformatted with each value named: part of the list above.
Cc1cc(Br)cn2c(Cc3ccsc3)c(-c3ccccc3)nc12
  TTR transcr act = -0.6
N#Cc1ccccc1/C=N/Nc1nc(-c2ccccc2)c2cc(Br)ccc2n1
  TTR transcr act = 4.0
O=C1CCCCC1(O)Cc1ccc2c(c1)OCO2 (stereo unspecified)
  TTR transcr act = -2.3
CNC(C#Cc1ccccc1)c1ccccc1C(F)(F)F (stereo unspecified)
  TTR transcr act = 4.4

# An excerpt; count on the stated rates, not on these rows.
